High-throughput results: PubChem, several laboratories
FAS-TE inh: FAS thioesterase domain inhibitors, primary screen, biochemical, fluorescence intensity, uHTS. Fatty acid synthase (Homo sapiens), P49327. recombinant FAS-TE, OMFH fluorogenic substrate, fluorescence endpoint. inhibition, % at 15 µM. 0.67% of 360,000 active. AID 602261, 2012;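 active = compounds whose normalised, plate-corrected inhibition of enzyme fluorescence in the single-dose primary screen is 50% or more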;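 also: 0% = DMSO with enzyme and 100% = substrate without enzyme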
Neddylation inh: inhibitors of cullin neddylation, primary screen, biochemical, TR-FRET, uHTS, NAE and Ubc12. NEDD8-conjugating enzyme Ubc12 (Homo sapiens) + NEDD8-activating enzyme E1 regulatory …. calls only at 25 µM. 0.58% of 360,000 active; in the data active = inhibition above about 36%
Target sequence (P61081 whole entry, looked up): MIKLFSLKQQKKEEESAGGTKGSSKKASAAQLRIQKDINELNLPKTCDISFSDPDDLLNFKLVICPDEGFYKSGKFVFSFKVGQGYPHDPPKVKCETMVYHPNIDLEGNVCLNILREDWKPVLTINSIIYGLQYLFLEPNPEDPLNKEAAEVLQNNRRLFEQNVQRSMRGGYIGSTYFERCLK
Target sequence (Q13564 whole entry, looked up): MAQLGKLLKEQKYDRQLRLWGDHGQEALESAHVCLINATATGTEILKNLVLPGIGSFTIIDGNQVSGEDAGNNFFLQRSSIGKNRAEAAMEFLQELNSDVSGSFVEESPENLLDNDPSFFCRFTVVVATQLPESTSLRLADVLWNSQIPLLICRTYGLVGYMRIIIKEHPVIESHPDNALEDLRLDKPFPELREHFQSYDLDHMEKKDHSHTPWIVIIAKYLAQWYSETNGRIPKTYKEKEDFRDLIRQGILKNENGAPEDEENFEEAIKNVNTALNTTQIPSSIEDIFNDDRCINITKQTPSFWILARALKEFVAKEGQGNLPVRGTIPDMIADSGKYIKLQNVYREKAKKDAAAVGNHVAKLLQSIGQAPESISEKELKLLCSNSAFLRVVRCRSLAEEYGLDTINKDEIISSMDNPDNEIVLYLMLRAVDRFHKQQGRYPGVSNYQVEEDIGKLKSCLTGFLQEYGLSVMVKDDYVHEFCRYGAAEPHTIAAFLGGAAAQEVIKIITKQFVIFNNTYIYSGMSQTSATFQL
MT1-MMP act inh: blockers of MT1-MMP proenzyme processing, primary screen, HT1080 RFP-PRO-GFP cells, GFP/RFP fluorescence; Matrix metalloproteinase-14 (Homo sapiens), P50281; GFP/RFP ratio fluorescence, overnight; percent of plate control window, DMSO zero; GFP/RFP ratio change, % at 20 µM; 0.061% of 360,000 active; AID 651647, 2012;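 active = GFP/RFP ratio change of at least 30% with cell ATP level not reduced by more than half and red fluorescence within 50% of control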; also: strong numbers were not always called active
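Test system: HT1080 cells expressing an RFP-PRO-GFP fluorescent reporter construct / Compound dosing: single-point 20 µM compound, 1% DMSO / Schedule: cells overnight before dosing, compound overnight, 37 °C, 5% CO2 / Evaluation: GFP/RFP fluorescence ratio / Control set: DMSO and RFP-L50D-GFP cell wells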
CSN deneddyl inh: inhibitors of CSN-mediated cullin deneddylation, primary screen, biochemical, fluorescence polarization, uHTS. COP9 signalosome complex subunit 5 (Homo sapiens), Q92905. AID 651999, 2013. Purified CSN, SCF-Nedd8-OG deneddylation. inhibition, % at 12.5 µM. 0.38% of 360,000 active;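 active = pattern-corrected inhibition above about 35%, with an unprinted fluorescence ratio check between 0.5 and 1.5, limit read from the data, passing the limit was not always enough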;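 also: 0% = enzyme with substrate and 100% = substrate without enzyme; some results filed as inactive read as strong as hits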
Target sequence (Q92905 whole entry, looked up, one chain of several): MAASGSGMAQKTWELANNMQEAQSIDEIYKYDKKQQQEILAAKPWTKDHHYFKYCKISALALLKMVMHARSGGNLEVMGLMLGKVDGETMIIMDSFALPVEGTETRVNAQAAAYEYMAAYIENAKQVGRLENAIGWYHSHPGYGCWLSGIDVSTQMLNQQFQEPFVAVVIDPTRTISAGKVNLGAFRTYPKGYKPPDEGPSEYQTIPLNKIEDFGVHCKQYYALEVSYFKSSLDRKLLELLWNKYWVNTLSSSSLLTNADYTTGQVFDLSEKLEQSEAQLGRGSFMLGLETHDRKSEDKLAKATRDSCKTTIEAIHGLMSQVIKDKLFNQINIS
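Schedule: reaction 90 min, room temperature / Assay system: HEK293T-derived human Csn5 enzyme / Input: Csn5 at 0.24 nM final / Measure: inhibition of Csn5 cleavage, % / Control set: substrate-only high control, full reaction low control / Technique: fluorescence polarization of the substrate / Buffer or medium: Tris/NaCl/DTT buffer, pH 7.5 / Reagent: SCFSkp2-Nedd8OG substrate at 10 nM final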
Rin1-Abl PPI inh: inhibitors of Rin1-Abl protein binding, primary screen, biochemical, TR-FRET | inhibition, % at 7.35 µM | Tyrosine-protein kinase ABL1 (Homo sapiens) + Ras and Rab interactor 1 (Homo sapiens), … | 0.4% of 360,000 active; in the data active = inhibition above about 5%, passing the limit was not always enough
NadD inh: inhibitors of S. aureus NadD, primary screen, biochemical, colorimetric, uHTS; purified NadD enzyme, colorimetric absorbance read-out; 0.78% of 360,000 active; inhibition, % at 20 µM; in the data active = inhibition above about 26%; also: some compounds past the cut are filed as inactive
SKN-1 block: suppressors of acrylamide-induced Pgst-4::GFP reporter in worms, primary screen, SKN-1 inhibitor project, whole organism, uHTS, GFP/RFP fluorescence ratio, strain VP596 | C. elegans VP596 Pgst-4::GFP/RFP ratio, 24 h | inhibition, % at 21.8 µM | 0.49% of 360,000 active;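 active = interference check ratio from 0.5 to 1.5 plus GFP to RFP signal ratio inhibition reaching or exceeding a fixed threshold, cut at about 30% in these data, passing the limit was not always enough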; also: some compounds called inactive have numbers as strong as hits
Rpn11 inh: Rpn11 (PSMD14) deubiquitinase inhibitors, primary screen, biochemical, fluorescence polarization, uHTS. human 26S proteasome, Ub4-pepOG fluorescence polarization; 20S core pre-blocked with epoxomicin. calls only at 20 µM. 26S proteasome non-ATPase regulatory subunit 14 (Homo sapiens), O00487. 0.59% of 360,000 active;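 active = inhibition at 20 µM, scaled to each plate's controls, above about 33%, limit read from the data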
MLLE-PAM2 inh: inhibitors of PABP1 MLLE–PAM2 peptide binding, primary screen, biochemical, fluorescence polarization, FITC-PAM2, GST-MLLE | Polyadenylate-binding protein 1 (Homo sapiens), P11940 | inhibition, % at 20 µM | 0.36% of 360,000 active; in the data active = inhibition above about 35%, passing the limit was not always enough;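 also: plate controls were DMSO wells with GST-MLLE for no effect and wells lacking GST-MLLE protein for full effect; some results filed as inactive read as strong as hits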
An asterisk follows results filed as active; i = inactive; . = no result given; + = active, no number.

no. | mol | MLLE-PAM2 inh | CSN deneddyl inh | SKN-1 block | Rpn11 inh | NadD inh
1 | Cc1ccccc1/C(=N\S(=O)(=O)c1ccc(Br)cc1)Nc1ccccc1 | -7 | 0 | 9 | i | -5
2 | COc1cc(NC(=O)c2cccs2)cc(OC)c1 | 10 | -3 | -5 | i | -7
3 | CC1CCCC(C)N1C(=O)Cn1nnc(-c2ccc([N+](=O)[O-])cc2)n1 (configuration not stated) | 4 | 0 | 0 | i | -7
4 | Cc1nc2cc(NC(=O)NCc3ccco3)ccc2o1 | -1 | -2 | 0 | i | -1
5 | CC(C)N1CCC(N2CCN(C3CCCCC3)CC2CCO)CC1 (configuration not stated) | 4 | -8 | -1 | i | 6
6 | CCCOc1cccc(C2C(C(=O)c3ccc(C)o3)=C(O)C(=O)N2c2nc(C)c(C(C)=O)s2)c1 (configuration not stated) | -47 | 19 | 25 | + | 18
7 | OC(CNCC1CCCO1)Cn1c2ccc(Br)cc2c2cc(Br)ccc21 (configuration not stated) | 0 | 0 | 0 | i | 5
8 | COc1cc2ccccc2cc1C(=O)Nc1ccc(Cc2ccncc2)cc1 | -9 | 6 | 6 | i | 4
9 | Cc1cccc(N2CCN(C3=NC(=O)/C(=C\c4cn[nH]c4-c4ccccc4)S3)CC2)c1 | 1 | 1 | -14 | i | 25
10 | COC(=O)c1ccc(CNC(=O)c2ccc3c(c2)OCCO3)cc1 | 0 | 5 | 18 | i | 0
11 | CCCC(=O)NC(=S)Nc1nc(-c2ccc(OC)cc2)cs1 | 12 | -3 | 0 | i | 0
12 | C=CCOc1c2ccc(C(=O)NC3CCCc4ccccc43)cc2nn1C (configuration not stated) | 10 | -6 | 2 | i | 0

no. | Neddylation inh | MT1-MMP act inh | Rin1-Abl PPI inh | FAS-TE inh
1 | i | -1 | -3 | 10
2 | i | 1 | -1 | -6
3 | i | 6 | -1 | 8
4 | i | 1 | -2 | -10
5 | i | -5 | 4 | -10
6 | i | 0 | -4 | 5
7 | i | -6 | -2 | -2
8 | i | -6 | -3 | 24
9 | i | 2 | -2 | -11
10 | i | 1 | 0 | 1
11 | i | 4 | -3 | -2
12 | . | 3 | 3 | 3

Individual results from the entries so far.
`CCCC(=O)NC(=S)Nc1nc(-c2ccc(OC)cc2)cs1` in FAS-TE inh: -2
`OC(CNCC1CCCO1)Cn1c2ccc(Br)cc2c2cc(Br)ccc21` (configuration not stated) in NadD inh: 5

(further entries)
no. | mol | MLLE-PAM2 inh | CSN deneddyl inh | SKN-1 block | Rpn11 inh | NadD inh
13 | CN(Cc1ccccc1)C(=O)c1ccc(NC(=O)Cc2cccc(NC(=O)C3CCN(C(=O)C4CC4)CC3)c2)cc1 | -1 | 1 | -23 | i | -1
14 | S=C(NCC1CCCO1)N1CCN(c2ccccc2)CC1 (configuration not stated) | -103 | -1 | 3 | i | 0
15 | CCCCCCn1cc(CN2CC(N3CCN(C)CC3)CS2(=O)=O)nn1 (configuration not stated) | . | -1 | -5 | . | -5
16 | O=C(CCc1nc2ccccc2c(=O)[nH]1)OCc1ccccc1F | -22 | -2 | -5 | i | -5
17 | O=[N+]([O-])c1cnccc1Nc1ccccc1 | -28 | 3 | 21 | i | 4
18 | CCc1ccc([C@@H]2CC=C(C(=O)O)[C@H](c3ccc(F)cc3)N2S(=O)(=O)c2ccc(C)cc2)cc1 | 7 | -6 | 12 | i | 5
19 | O=C(CSc1ncn[nH]1)Nc1nc(-c2ccccc2)cs1 | -16 | -4 | -4 | i | 7
20 | Cc1ccc2cc(C(c3nnnn3C(C)(C)C)N3CCCCCC3)c(=O)[nH]c2c1 (configuration not stated) | 13 | 0 | 1 | i | -2
21 | COc1ccc(CNS(=O)(=O)c2ccc(F)c(C(=O)Nc3ccccc3OC)c2)cc1 | 10 | -1 | -1 | i | 3
22 | CCC(C)(C)NC(=O)CN(C(=O)c1ccc(N2CCCC2)nc1)c1ccc(F)cc1 | -9 | 3 | 18 | i | 2
23 | Cc1ccc(C(C(=O)NCc2ccco2)N(C(=O)CNC(=O)c2cccs2)c2c(C)cccc2C)cc1 (configuration not stated) | -2 | 3 | -12 | i | 3
24 | COc1ccc(NC(=O)C2CC(c3cccc(Br)c3)=NO2)cc1OC (configuration not stated) | 13 | 0 | -1 | i | -7

no. | Neddylation inh | MT1-MMP act inh | Rin1-Abl PPI inh | FAS-TE inh
13 | i | 4 | -2 | -9
14 | i | 3 | 3 | -5
15 | i | 5 | . | -10
16 | i | 0 | -2 | -21
17 | i | -8 | -3 | -1
18 | i | 1 | 2 | 2
19 | i | 0 | 3 | -180
20 | i | 3 | 1 | -5
21 | . | -2 | 0 | -2
22 | i | -3 | -4 | -1
23 | i | -8 | 1 | 8
24 | i | 0 | 1 | 9

no. | mol | MLLE-PAM2 inh | CSN deneddyl inh | SKN-1 block | Rpn11 inh | NadD inh
25 | COc1cccc2cc(C(=O)NCCc3c[nH]c4ccccc34)c(=O)oc12 | -6 | -1 | 5 | i | -3
26 | O=C(NCc1ccco1)c1cccn2c(=O)c3c4c(sc3nc12)CCCC4 | 8 | 13 | -3 | i | 19
27 | O=C(C(Cc1ccc(Cl)cc1)NS(=O)(=O)c1ccccc1)N1CC[C@@]2(O)CCCC[C@H]2C1 (some centres not stated) | -20 | 3 | 2 | i | -6
28 | Clc1ccc(-c2c(C3=NCCCN3)nnn2-c2ccc(Cl)cc2)cc1 | 8 | -3 | 9 | i | -3
29 | CCCCC1CCC(C(=O)N(CCC(C)C)c2c(N)n(CCCC)c(=O)[nH]c2=O)CC1 (configuration not stated) | -13 | 4 | -8 | i | -5
30 | O=C(COC(=O)c1ccccc1O)Nc1cccc(S(=O)(=O)NC2=NCCCCC2)c1 | -9 | -1 | -1 | i | -8
31 | Cc1ccc(OCc2n[nH]c(=S)n2-c2ccccc2)cc1 | -6 | 1 | -5 | i | -1
32 | CCN(Cc1ccccc1)C(=O)c1cc2c(OC)c(OC)c(OC)cc2[nH]1 | 9 | 1 | 1 | i | -8
33 | Cc1ccc(S(=O)(=O)Nc2ccc3c4c(cccc24)CC3)c(C)c1 | 16 | 1 | 23 | i | -4
34 | CCN(C(=O)COC(=O)CCCc1nc2ccccc2s1)c1c(N)n(Cc2ccccc2)c(=O)[nH]c1=O | -6 | -1 | -1 | i | -1
35 | CCOC(=O)NC(=O)c1cn(Nc2ccccc2C(F)(F)F)c(=O)[nH]c1=O | 26 | -2 | 20 | i | 4
36 | COc1ccccc1NC(=O)Cn1nnc(-c2ccccc2NC(=O)c2cnccn2)n1 | 2 | -1 | 1 | i | -2

no. | Neddylation inh | MT1-MMP act inh | Rin1-Abl PPI inh | FAS-TE inh
25 | i | 0 | -4 | 24
26 | i | -8 | -4 | 9
27 | i | -1 | 0 | -2
28 | i | 0 | 4 | -2
29 | i | -12 | -1 | -9
30 | i | 1 | 3 | -2
31 | i | -1 | 2 | -4
32 | i | 0 | 2 | 5
33 | i | -7 | -1 | 11
34 | i | -6 | 3 | -3
35 | i | -1 | -1 | -5
36 | i | 4 | -2 | -7

no. | mol | MLLE-PAM2 inh | CSN deneddyl inh | SKN-1 block | Rpn11 inh | NadD inh
37 | COc1cccc(N/C=C/C(=O)c2ccc(OC)c(OC)c2)c1 | -10 | 1 | -5 | i | -2
38 | COc1c(C)cc(C(=O)C2CCCN(C(=O)c3cc4nc(C)cc(C)n4n3)C2)cc1C (configuration not stated) | -16 | 1 | -18 | i | 1
39 | COc1ccc(C(=O)/C=C/c2ccccc2F)c(OC(=O)c2ccc([N+](=O)[O-])cc2)c1 | 12 | 7 | -16 | i | -3
40 | C=CCc1ccccc1OCC(=O)NNC(=S)NCc1ccccc1 | -36 | 0 | 3 | i | -5
41 | CCOc1ccccc1NC(=O)C1C(c2ccccc2)C1(Cl)Cl (configuration not stated) | 6 | 1 | 10 | i | -2
42 | O=S1(=O)CCN(C2CC2)CC1 | 10 | 1 | 15 | i | -2
43 | C=CCn1c(SCC(=O)Nc2nnc(CC)s2)nnc1-c1ccco1 | 0 | -5 | 12 | i | -6
44 | O=C(NC1CCCc2ccccc21)c1cccnc1 (configuration not stated) | 11 | -1 | 6 | i | 1
45 | Cc1oc2c(c1C(=O)Nc1ccc(C(=O)O)cc1)CCCC2 | 8 | 0 | -9 | i | -8
46 | C=CCN(c1ccccc1)S(=O)(=O)c1c(C)[nH]c(=O)[nH]c1=O | -10 | -2 | 8 | i | -4
47 | Cc1nn(CC(=O)NC2(C)CCS(=O)(=O)C2)c(C)c1S(=O)(=O)N(C)C (configuration not stated) | 5 | 5 | 14 | i | 3
48 | O=C(Nn1c(-c2ccc(F)cc2)nc2ccccc2c1=O)c1cccnc1 | -5 | -16 | 0 | i | 5
49 | O=C(CN1C(=O)C2C3C=CC(C3)C2C1=O)NC1CCCc2ccccc21 (configuration not stated) | 3 | -1 | -23 | i | 8

no. | Neddylation inh | MT1-MMP act inh | Rin1-Abl PPI inh | FAS-TE inh
37 | i | 0 | -3 | 13
38 | i | -1 | 2 | -9
39 | i | 7 | -3 | 19
40 | i | 0 | 2 | 2
41 | i | -5 | 0 | 29
42 | i | 2 | -5 | -5
43 | i | 1 | 1 | -7
44 | i | -4 | -3 | -7
45 | i | 1 | -2 | -9
46 | i | -2 | 0 | -5
47 | i | -4 | 4 | -6
48 | i | 1 | 4 | -1
49 | i | -5 | -1 | -4

Structural class, the entries above with fluorine
no. | mol | MLLE-PAM2 inh | CSN deneddyl inh | SKN-1 block | Rpn11 inh | NadD inh
16 | O=C(CCc1nc2ccccc2c(=O)[nH]1)OCc1ccccc1F | -22 | -2 | -5 | i | -5
18 | CCc1ccc([C@@H]2CC=C(C(=O)O)[C@H](c3ccc(F)cc3)N2S(=O)(=O)c2ccc(C)cc2)cc1 | 7 | -6 | 12 | i | 5
21 | COc1ccc(CNS(=O)(=O)c2ccc(F)c(C(=O)Nc3ccccc3OC)c2)cc1 | 10 | -1 | -1 | i | 3
22 | CCC(C)(C)NC(=O)CN(C(=O)c1ccc(N2CCCC2)nc1)c1ccc(F)cc1 | -9 | 3 | 18 | i | 2
35 | CCOC(=O)NC(=O)c1cn(Nc2ccccc2C(F)(F)F)c(=O)[nH]c1=O | 26 | -2 | 20 | i | 4
39 | COc1ccc(C(=O)/C=C/c2ccccc2F)c(OC(=O)c2ccc([N+](=O)[O-])cc2)c1 | 12 | 7 | -16 | i | -3
48 | O=C(Nn1c(-c2ccc(F)cc2)nc2ccccc2c1=O)c1cccnc1 | -5 | -16 | 0 | i | 5

no. | Neddylation inh | MT1-MMP act inh | Rin1-Abl PPI inh | FAS-TE inh
16 | i | 0 | -2 | -21
18 | i | 1 | 2 | 2
21 | . | -2 | 0 | -2
22 | i | -3 | -4 | -1
35 | i | -1 | -1 | -5
39 | i | 7 | -3 | 19
48 | i | 1 | 4 | -1
